# Bioassay records from PubChem.
# TcdB GH inh: TcdB glycohydrolase inhibitors, primary screen, biochemical, single point, plate reader; TcdB glycohydrolase enzymatic assay; AID 652162, 2013; 350,000 tested, 0.24% active; Toxin B (Clostridioides difficile), P18177; inhibition, % at 9.99 µM; in the data active = inhibition above about 10%
# Numbers without * were called inactive.
# A first look:
no. | Structure | TcdB GH inh
1 | CN1C(=O)c2cc(NC(=O)c3ccc(F)c(F)c3)ccc2OC[C@H]2O[C@H](CC(=O)N3CCCCC3)CC[C@H]21 | 1.2
2 | C/C=C/c1ccc([C@@H]2[C@@H](CN(C)S(C)(=O)=O)N(C(=O)CC)[C@H]2CO)cc1 | 0.5

# Main list, from the first entry:
no. | Structure | TcdB GH inh
1 | CN1C(=O)c2cc(NC(=O)c3ccc(F)c(F)c3)ccc2OC[C@H]2O[C@H](CC(=O)N3CCCCC3)CC[C@H]21 | 1.2
2 | C/C=C/c1ccc([C@@H]2[C@@H](CN(C)S(C)(=O)=O)N(C(=O)CC)[C@H]2CO)cc1 | 0.5
3 | O=C(Nc1cccc(F)c1)N1CC(=O)N2[C@H](C1)[C@@H](c1ccc(-c3ccccc3F)cc1)[C@@H]2CO | 0.2
4 | Cc1ccccc1S(=O)(=O)N1CCCCN2[C@@H](CO)[C@H](c3ccc(-c4cccnc4)cc3)[C@@H]2C1 | 0.8
5 | CC=Cc1ccc2n(c1=O)C[C@@H]1[C@@H](CO)[C@H](C(=O)NCc3ccncn3)N(C(=O)NC3CCCC3)[C@H]21 (mixture of isomers) | -1.3
6 | CC(=O)N1CC2(C1)[C@H](c1ccccc1)[C@@H](CO)N2Cc1ccccc1 | -0.8
7 | C[C@H]1CN([C@@H](C)CO)C(=O)Cc2cc(NS(=O)(=O)c3ccc(Cl)cc3)ccc2O[C@H]1CN(C)S(=O)(=O)c1ccc(F)cc1 | 0.7
8 | COc1ccc2c3c(n(C)c2c1)[C@H](CO)N(Cc1nccs1)CC31CN(C(C)=O)C1 | 0.2

# Shown as labelled records: part of the list above
[1] CN1C(=O)c2cc(NC(=O)c3ccc(F)c(F)c3)ccc2OC[C@H]2O[C@H](CC(=O)N3CCCCC3)CC[C@H]21
  TcdB GH inh = 1.2

[2] C/C=C/c1ccc([C@@H]2[C@@H](CN(C)S(C)(=O)=O)N(C(=O)CC)[C@H]2CO)cc1
  TcdB GH inh = 0.5

# Carrying on.
no. | Structure | TcdB GH inh
9 | C[C@@H]1CN([C@@H](C)CO)S(=O)(=O)c2ccc(C#C[C@@H](C)O)cc2O[C@@H]1CN(C)C(=O)CN(C)C | 0.4
10 | O=C(C[C@H]1C=C[C@@H](NC(=O)Nc2ccc3c(c2)OCO3)[C@H](CO)O1)NCc1ccc(Cl)cc1 | 0.8
11 | COc1ccc(NC(=O)N(C)C[C@@H]2Oc3c(NS(=O)(=O)c4ccc(OC)cc4)cccc3C(=O)N([C@@H](C)CO)C[C@H]2C)cc1 | 1.3
12 | C[C@@H]1CN([C@@H](C)CO)C(=O)c2cccc(NC(=O)Nc3ccc(F)cc3)c2O[C@H]1CN(C)C(=O)NC1CCCCC1 | 0.9
13 | CCC(=O)N(C)C[C@H]1Oc2ncc(C#CCC(C)C)cc2C(=O)N([C@@H](C)CO)C[C@H]1C | 0.8
14 | OC[C@@H]1[C@H](c2ccc(/C=C/c3ccccc3)cc2)[C@H]2CN(Cc3cncnc3)CCCCN12 | -1.5
15 | O=C(C1CCC1)N1CC(=O)N2[C@H](CO)[C@@H](c3ccc(Br)cc3)[C@H]2C1 | 0.1
16 | O=C(C[C@H]1C=C[C@H](NC(=O)Nc2ccccc2)[C@@H](CO)O1)NCc1cccc(F)c1 | -0.9

# Sorted by molar mass (smallest number first): three of the compounds above
no. | Structure | TcdB GH inh
14 | OC[C@@H]1[C@H](c2ccc(/C=C/c3ccccc3)cc2)[C@H]2CN(Cc3cncnc3)CCCCN12 | -1.5
4 | Cc1ccccc1S(=O)(=O)N1CCCCN2[C@@H](CO)[C@H](c3ccc(-c4cccnc4)cc3)[C@@H]2C1 | 0.8
9 | C[C@@H]1CN([C@@H](C)CO)S(=O)(=O)c2ccc(C#C[C@@H](C)O)cc2O[C@@H]1CN(C)C(=O)CN(C)C | 0.4

# Continued:
no. | Structure | TcdB GH inh
17 | C[C@H]1CN([C@@H](C)CO)C(=O)c2cccc(NC(=O)C3CC3)c2O[C@H]1CN(C)S(=O)(=O)c1ccc(Cl)cc1 | -0.3
18 | CC(=O)N(C)C[C@@H]1Oc2ncc(C#Cc3ccc(F)cc3)cc2C(=O)N([C@H](C)CO)C[C@H]1C | 0.4
19 | CCCNC(=O)N1[C@@H]2c3ccc(-c4ccccc4OC)c(=O)n3C[C@@H]2[C@@H](CO)[C@@H]1C(=O)NC1CCC1 | -1.5
20 | COc1ccccc1NC(=O)N[C@H]1C=C[C@@H](CC(=O)N[C@H](C)c2ccccc2)O[C@@H]1CO | -1.1
21 | C[C@@H]1CCCCO[C@@H](CN(C)C(=O)NC2CCCCC2)[C@H](C)CN([C@H](C)CO)C(=O)c2cc(NC(=O)CCCN(C)C)ccc2O1 | 0.6
22 | C[C@H](NC(=O)[C@@H]1[C@@H](CO)[C@@H]2Cn3c(ccc(-c4cccc(F)c4)c3=O)[C@@H]2N1C)c1ccccc1 | -0.8
23 | O=C(Cc1ccncc1)Nc1ccc2c(c1)[C@@H]1C[C@H](CC(=O)N3CCc4ccccc4C3)O[C@H](CO)[C@@H]1O2 | -0.5
24 | O=C(C[C@@H]1CC[C@@H](NC(=O)c2ccncc2)[C@@H](CO)O1)Nc1ccccc1 | 0.5
25 | C[C@@H]1CCCCO[C@@H](CN(C)C(=O)NC2CCCCC2)[C@@H](C)CN([C@H](C)CO)C(=O)c2cc(NC(=O)C3CCCCC3)ccc2O1 | 1.2
26 | O=C(C[C@@H]1CC[C@H](NC(=O)Nc2cccc(F)c2)[C@H](CO)O1)NCC1CCCCC1 | -0.3
27 | CCC(=O)N(C)C[C@H]1Oc2ncc(Br)cc2C(=O)N([C@H](C)CO)C[C@H]1C | 0.4
28 | COCC(=O)N1CCCCN2[C@H](C1)[C@H](c1ccc(-c3ccc(OC)cc3)cc1)[C@@H]2CO | 0.6
29 | COc1ccc(NC(=O)Nc2ccc3c(c2)[C@H]2C[C@H](CC(=O)N[C@@H](C)c4ccccc4)O[C@@H](CO)[C@H]2O3)cc1 | -2.8
30 | Cc1cccc(S(=O)(=O)N2C[C@H]3[C@@H](c4ccccc42)[C@H](CO)N3Cc2cccnc2)c1 | 0.5
31 | C[C@@H]1CN([C@H](C)CO)C(=O)c2cc(NS(=O)(=O)c3cn(C)cn3)ccc2O[C@H]1CN(C)Cc1ccc(C(=O)Nc2ccccc2N)cc1 | 0.1
32 | C[C@H]1CN([C@@H](C)CO)C(=O)c2cc(C#CCN(C)C)cnc2O[C@H]1CN(C)C(=O)Nc1ccccc1F | 1.5
33 | O=C(Nc1ccccc1F)N[C@H]1CC[C@@H](CCNC(=O)C2CCCCC2)O[C@H]1CO | 1.5
34 | OC[C@@H]1[C@@H]2c3ccccc3NC[C@@H]2N1Cc1ccccc1Cl | -2.9
35 | O=C(CN1CCOCC1)NCC[C@H]1CC[C@@H](NC(=O)Cc2ccccn2)[C@H](CO)O1 | -0.5
36 | C[C@H](NC(=O)C[C@H]1C[C@H]2c3cc(NC(=O)Nc4ccc(C(F)(F)F)cc4)ccc3O[C@H]2[C@H](CO)O1)c1ccccc1 | 0.8
37 | C[C@H](CO)N1C[C@H](C)[C@H](CN(C)C(=O)c2ccccc2F)Oc2ncc(-c3ccncc3)cc2C1=O | -1.0
38 | C[C@@H]1CN([C@H](C)CO)C(=O)c2cc(C#CC3CC3)cnc2O[C@H]1CN(C)C(=O)c1ccc(F)cc1 | -0.1
39 | CO[C@@H]1CN(C)C(=O)c2cc(NC(=O)Nc3cccc(F)c3)ccc2OC[C@@H](C)NC[C@@H]1C | -0.3
40 | CC(C)NC(=O)Nc1ccc2c(c1)C(=O)N([C@@H](C)CO)C[C@@H](C)[C@@H](CN(C)C)O2 | -6.1
41 | COc1ccc(CN(C)C[C@H]2Oc3c(NC(=O)c4ccncc4)cccc3C(=O)N([C@H](C)CO)C[C@@H]2C)cc1 | 0.5
42 | COc1ccccc1C#Cc1cnc2c(c1)C(=O)N([C@@H](C)CO)C[C@H](C)[C@H](CN(C)CC1CC1)O2 | -1.8
43 | C[C@@H]1CN([C@@H](C)CO)C(=O)c2cccc(NC(=O)CCCCCC(=O)Nc3ccccc3N)c2O[C@H]1CN(C)C(=O)Nc1ccccc1 | -2.1
44 | C[C@H]1CN([C@@H](C)CO)S(=O)(=O)c2ccc(C#CC3CCCC3)cc2O[C@H]1CN(C)C | -4.9
45 | O=C(C[C@@H]1CC[C@@H](NC(=O)C2CCOCC2)[C@@H](CO)O1)Nc1nccs1 | 0.5
46 | Cc1noc(C)c1NC(=O)N(C)C[C@@H]1Oc2ccc(NC(=O)Nc3ccccc3)cc2CC(=O)N([C@@H](C)CO)C[C@@H]1C | -0.3
47 | Cc1cccc(S(=O)(=O)N2C[C@H]3[C@@H](c4ccccc42)[C@H](CO)N3CC2CCOCC2)c1 | 0.9
48 | Cc1ccc(S(=O)(=O)N(C)C[C@@H]2OCCCC[C@@H](C)Oc3ccc(NC(=O)Nc4ccc(F)cc4)cc3C(=O)N([C@@H](C)CO)C[C@H]2C)cc1 | 0.5
49 | COc1ccc2c3c(n(C)c2c1)[C@H](CO)N(CC1CC1)CC31CN(S(=O)(=O)c2cccs2)C1 | 0.2
50 | CN1C(=O)c2cc(NC(=O)C3CCC3)ccc2OC[C@H]2O[C@H](CC(=O)NCCc3ccncc3)CC[C@@H]21 | -0.7
51 | CCN1[C@@H]2Cn3c(ccc(/C=C/c4ccccc4)c3=O)[C@H]1[C@@H](C(=O)NC1Cc3ccccc3C1)[C@@H]2CO | 1.5
52 | C[C@@H]1CN([C@@H](C)CO)C(=O)c2cccc(NS(=O)(=O)c3ccc(F)cc3)c2O[C@H]1CN(C)Cc1ccc(Cl)c(Cl)c1 | -0.1
53 | C[C@@H]1CCCCO[C@@H](CN(C)C(=O)NC2CCCCC2)[C@@H](C)CN([C@H](C)CO)C(=O)c2cc(NS(=O)(=O)c3ccccc3)ccc2O1 | -0.4
54 | COc1cc2c(cc1OC)[C@@]13ON=C(c4ccc(OCCO)cc4)[C@@H]1CCN3CC2 | 1.3
55 | Cc1ccc(S(=O)(=O)Nc2cccc3c2O[C@@H](CN(C)C(=O)NC2CCCCC2)[C@H](C)CN([C@@H](C)CO)C3=O)cc1 | 1.0
56 | CNC(=O)C[C@H]1CC[C@H]2[C@@H](COc3ccc(NC(=O)Nc4ccc(F)cc4)cc3C(=O)N2C)O1 | 0.7
57 | Cc1ccc(S(=O)(=O)Nc2ccc3c(c2)C(=O)N([C@H](C)CO)C[C@@H](C)[C@H](CN(C)C(=O)Nc2ccc4c(c2)OCO4)OCCCC[C@H](C)O3)cc1 | 1.5
58 | CCC(=O)N[C@H]1CC[C@@H](CC(=O)NCCN2CCCCC2)O[C@H]1CO | -0.6
59 | Cc1ccc(S(=O)(=O)Nc2cccc3c2O[C@@H](CN(C)C)[C@@H](C)CN([C@H](C)CO)C3=O)cc1 | 0.5
60 | C[C@H](NC(=O)C[C@H]1C=C[C@H](NC(=O)C2CC2)[C@@H](CO)O1)c1ccccc1 | -0.2
61 | N#C[C@H]1[C@H](c2ccc(-c3cccc(F)c3)cc2)[C@H](CO)N1c1nc(-c2ccccc2)cs1 | 0.0
62 | C[C@@H]1CN([C@@H](C)CO)C(=O)Cc2cc(NC(=O)CCC(F)(F)F)ccc2O[C@H]1CN(C)Cc1ccc(C(=O)Nc2ccccc2N)cc1 | -0.1
63 | O=C(C[C@@H]1CC[C@@H]2NC[C@H](O)COC[C@H]2O1)NCc1ccc2c(c1)OCO2 | -0.4
64 | C[C@H]1CN([C@@H](C)CO)C(=O)c2cccc(NC(=O)C3CCOCC3)c2O[C@H]1CN(C)S(C)(=O)=O | 0.5
65 | Cc1ccc(S(=O)(=O)N(C)C[C@H]2Oc3ccc(N(C)C)cc3CC(=O)N([C@@H](C)CO)C[C@@H]2C)cc1 | -6.9
66 | COc1cccc(-c2cnc3c(c2)C(=O)N([C@@H](C)CO)C[C@H](C)[C@H](CN(C)C(C)=O)O3)c1 | 0.1
67 | CC(C)C#Cc1cnc2c(c1)C(=O)N([C@H](C)CO)C[C@@H](C)[C@H](CN(C)C(=O)c1ccccc1F)O2 | 1.1
68 | COc1cccc(C(=O)Nc2ccc3c(c2)C(=O)N(C)[C@H]2CC[C@H](CC(=O)NCCCN4CCOCC4)O[C@@H]2CO3)c1 | -3.7
69 | C[C@H](O)C#Cc1cnc2c(c1)C(=O)N([C@@H](C)CO)C[C@@H](C)[C@H](CN(C)C(=O)c1ccccc1)O2 | 0.5
70 | CC(C)NC(=O)Nc1cccc2c1O[C@@H](CN(C)CC1CCCCC1)[C@@H](C)CN([C@@H](C)CO)C2=O | -0.2
71 | CO[C@H]1CN(C)C(=O)c2cc(NC(C)=O)ccc2OC[C@@H](C)N(C(=O)C2CCOCC2)C[C@@H]1C | 0.9
72 | C[C@@H]1CN([C@@H](C)CO)C(=O)c2cccc(NC(=O)Nc3ccc(C(F)(F)F)cc3)c2O[C@H]1CN(C)C(=O)Nc1ccc(C(F)(F)F)cc1 | -0.4

# Next part:
no. | Structure | TcdB GH inh
73 | CNC[C@H]1OCCCC[C@@H](C)Oc2ccc(NC(=O)NC3CCCCC3)cc2C(=O)N([C@H](C)CO)C[C@H]1C | -0.5
74 | COc1cc(CN2CC3(CN(C(=O)Nc4c(C)noc4C)C3)c3c(n(C)c4cc(OC)ccc34)[C@H]2CO)cc(OC)c1 | -0.1
75 | C[C@H](CO)N1C[C@H](C)[C@H](CN(C)C(=O)NC2CCCCC2)Oc2ccc(NC(=O)NC3CCCCC3)cc2CC1=O | 0.7
76 | O=C(C[C@@H]1C[C@H]2c3cc(NC(=O)Cc4ccncc4)ccc3O[C@H]2[C@H](CO)O1)NCc1cc(F)ccc1F | 0.0
77 | CO[C@H]1CN(C)C(=O)c2cc(NS(=O)(=O)c3ccc(C)cc3)ccc2OC[C@H](C)N(C(=O)NC(C)C)C[C@H]1C | 0.3
78 | O=C(Nc1ccc(F)cc1)N1CCCCN2[C@H](CO)[C@H](c3ccc(-c4ccncc4)cc3)[C@@H]2C1 | -0.2
79 | COc1ccc2c3c(n(C)c2c1)[C@H](CO)N(Cc1ccccc1OC)CC31CCN(C)CC1 | -4.5
80 | CN(C)C(=O)C[C@@H]1C=C[C@H](NC(=O)NC2CCCCC2)[C@@H](CO)O1 | -1.7
81 | C[C@H](CO)N1C[C@H](C)[C@H](CN(C)Cc2ccc(C(=O)O)cc2)Oc2ccc(NS(=O)(=O)c3ccc(F)cc3)cc2CC1=O | -9.3
82 | CO[C@H]1CN(C)C(=O)c2cc(NC(=O)NC3CCCCC3)ccc2OC[C@H](C)N(C)C[C@@H]1C | -0.5
83 | O=C(C[C@@H]1CC[C@H]2[C@@H](COC[C@H](O)CN2Cc2nccs2)O1)NCc1ccccc1Cl | 0.1

# An excerpt, so the mix of outcomes need not match the whole.
